RNase H inhibition = RNase H inhibition, HIV 1 Gag Pol polyprotein, FRET biochemical assay, screening (AID 372); one-dose inhibition, % at 10 µM; IC50 in µM for titrated hits; hit rate 0.77% among 100,000; HIV-1 RT RNase H, FRET RNA/DNA substrate fluorescence; higher % means a stronger effect; in the data active means inhibition above about 50%
* hit, by the source's call.

| smiles | RNase H inhibition |
| --- | --- |
| Cc1ccc2[nH]c3nc(N/N=C/c4ccc(O)cc4)nnc3c2c1 | 6% |
| O=C(C[n+]1ccccc1)OCC12CC3CC(CC(C3)C1)C2 | 0% |
| CCn1c2ccc(CC(=O)O)cc2c2cc(CC(=O)O)ccc21 | 0% |
| Cc1cc(C)cc(-n2c(C)cc(/C=C(/C#N)C(=O)Nc3ccc(Cl)cc3)c2C)c1 | 20% |
| C#CCSc1ccccc1C(=O)O | 12% |
| COc1ccc(C2C(C(C)=O)=C(O)C(=O)N2CC2CCCO2)cc1 (stereo not drawn) | 0% |
| Clc1cccc(-c2nc3cc(N=Cc4cccc(Cl)c4Cl)ccc3o2)c1 | 7% |
| CN(C)S(=O)(=O)c1ccc(C(=O)Nc2nc3ccc(Br)cc3s2)cc1 | 8% |
| O=C(Nc1ccc2c(c1)OCO2)c1cccc(I)c1 | 0% |
| CC(=O)Nc1ccc(S(=O)(=O)N2CCN(C(=O)COc3ccc(C)cc3)CC2)cc1 | 35% |
| CN1CCN(C(=O)c2sc3cc(Cl)ccc3c2Cl)CC1 | 2% |
| CC(=O)Nc1ccc(NC(=O)COc2ccc(Br)c(C)c2)cc1 | 8% |
| CCCN(CCC)CCSc1nc(O)c(C(C)C)c(=O)n1-c1ccccc1 | 0% |
| Cc1ccc(C)c(NC(=O)c2ccc(N(Cc3ccc(Cl)cc3)S(C)(=O)=O)cc2)c1 | 17% |
| N#CCCS(=O)(=O)c1ccc(-c2ccc(S(=O)(=O)CCC#N)cc2)cc1 | 1% |
| CCOC(=O)/C(C#N)=C/c1cn(-c2ccccc2)nc1-c1cccs1 | 1% |
| C/C(=N\NC(=O)C(C)c1ccc(CC(C)C)cc1)c1ccccc1 (stereo not drawn) | 36% |
| CCOC(=O)C1=CS/C(=C2/C(=S)C(C)(C)Nc3c(OCC)cccc32)S1 | 15% |
| CCS(=O)(=O)N1CCN(C(=O)COc2ccc(C)cc2)CC1 | 2% |
| O=C1/C(=C/c2c[nH]c3ccccc23)CC/C1=C\c1c[nH]c2ccccc12 | 9% |
| COC(=O)c1ccc(-n2c(C)cc(/C=C(\C#N)C(=O)Nc3ccc(F)cc3)c2C)cc1 | 0% |
| Brc1ccc(CC(Cc2nc3ccccc3[nH]2)c2nc3ccccc3[nH]2)cc1 (stereo not drawn) | 0% |
| O=[N+]([O-])c1ccc(OCC(O)CNc2ccccc2)cc1 (stereo not drawn) | 10% |
| CC(C)c1ccc(C(C)(C)CC(=O)O)cc1 | 7% |
| Nc1nonc1-n1nnc(C(=O)N/N=C/c2ccc([N+](=O)[O-])cc2)c1-c1ccccc1 | 4% |
| Cc1ccc(NC(=O)c2c(NC(=O)c3cccs3)sc3c2CCCC3)cc1 | 20% |
| Cc1cc(Cl)ccc1NC(=O)COc1ccc(Br)cc1 | 8% |
| COc1ccc(C(=O)/C=C/c2ccccc2Cl)c(OC)c1 | 9% |
| Cc1ccccc1C(=O)Nc1cccc(NC(=O)c2ccc(C)c3ccccc23)c1 | 34% |
| Cc1ccc(/C=C(\C#N)c2nc3ccccc3[nH]2)o1 | 2% |
| Cc1cc(C)n(-c2cc(N/N=C/c3c(F)c(F)c(F)c(F)c3F)nc(C)n2)n1 | 0% |
| Cc1cccc(N2C(=O)/C(=C/c3ccc(Br)cc3)SC2=S)c1C | 1% |

3 entries already listed, ordered by SMILES length, lowest first:
| smiles | RNase H inhibition |
| --- | --- |
| COc1ccc(C(=O)/C=C/c2ccccc2Cl)c(OC)c1 | 9% |
| Cc1cccc(N2C(=O)/C(=C/c3ccc(Br)cc3)SC2=S)c1C | 1% |
| Cc1ccc(NC(=O)c2c(NC(=O)c3cccs3)sc3c2CCCC3)cc1 | 20% |

Next results.
| smiles | RNase H inhibition |
| --- | --- |
| Cc1ccc(/C=C(\C#N)c2nc(-c3ccc(F)cc3)cs2)s1 | 37% |
| COc1ccc(OC)c(NC(=S)NC(NC(=O)c2ccc(Cl)cc2Cl)C(Cl)(Cl)Cl)c1 (stereo not drawn) | 24% |
| Cc1cc(Br)ccc1N1C(=O)/C(=C\c2c(C)n(C)c3ccccc23)C(=O)NC1=S | 26% |
| O=C(CNC(=O)c1ccccc1Cl)c1ccccc1 | 11% |
| COc1ccc(C2Nc3ccccc3NC3=C2C(=O)CC(C)(C)C3)cc1COc1ccc(F)cc1 (stereo not drawn) | 7% |
| Cc1ccc(C(=O)NCc2ccccc2)o1 | 5% |
| CN1CCN(CC(=O)Nc2ccc([N+](=O)[O-])cc2Cl)CC1 | 5% |
| C=CCC/C(C)=N\Nc1ccccc1[N+](=O)[O-] | 6% |

Structures listed so far with an NH in an aromatic ring:
| smiles | RNase H inhibition |
| --- | --- |
| Cc1ccc2[nH]c3nc(N/N=C/c4ccc(O)cc4)nnc3c2c1 | 6% |
| O=C1/C(=C/c2c[nH]c3ccccc23)CC/C1=C\c1c[nH]c2ccccc12 | 9% |
| Brc1ccc(CC(Cc2nc3ccccc3[nH]2)c2nc3ccccc3[nH]2)cc1 (stereo not drawn) | 0% |
| Cc1ccc(/C=C(\C#N)c2nc3ccccc3[nH]2)o1 | 2% |

Going on with the list.
| smiles | RNase H inhibition |
| --- | --- |
| O=C(O)/C=C/C(=O)NNC(=O)c1ccccc1Br | 7% |
| O=[N+]([O-])c1ccc(C2Nc3ccc(Br)cc3C3C=CCC32)cc1 (stereo not drawn) | 9% |
| CC(Oc1ccc(Cl)cc1Cl)C(=O)Nc1ccc(Cl)cc1C(F)(F)F (stereo not drawn) | 13% |
| COc1cccc(NC(=O)/C(=C/c2ccc(C)o2)NC(=O)c2ccccc2)c1 | 3% |
| CC(=O)Nc1ccc(N=Cc2ccccc2[N+](=O)[O-])cc1 | 5% |
| CCc1nc(-c2ccccc2)nc(-c2ccccc2)c1C | 11% |
| C=CCN1C(=O)/C(=C/c2cn(Cc3cccc(C)c3)c3ccccc23)SC1=S | 15% |
| CCOc1ccc(/C=C2/C(=O)NN(c3ccccc3)C2=O)cc1 | 18% |

Part of the list above, reformatted:
CCc1nc(-c2ccccc2)nc(-c2ccccc2)c1C
  RNase H inhibition: 11%
C=CCN1C(=O)/C(=C/c2cn(Cc3cccc(C)c3)c3ccccc23)SC1=S
  RNase H inhibition: 15%
CCOc1ccc(/C=C2/C(=O)NN(c3ccccc3)C2=O)cc1
  RNase H inhibition: 18%

(listing goes on)
SMILES	RNase H inhibition
O=C(COc1ccc(Br)cc1)N/N=C/c1cccc(Br)c1	8%
COc1cc2nc(-c3ccc([N+](=O)[O-])c(C)c3)oc(=O)c2cc1OC	0%
COc1ccc(-c2cc(C(F)(F)F)n3nc(C(=O)Nc4ccc(C(C)=O)cc4)c(Cl)c3n2)cc1OC	5%
Cc1oc(/N=C/c2ccc(Br)cc2)c(C#N)c1C	12%
CCOC(=O)c1c(NC(=O)CN2C(=O)c3cccc4cccc(c34)C2=O)sc2c1CCCC2	9%
Cc1ccc2oc(-c3cccc(NC(=O)/C=C/c4cccc([N+](=O)[O-])c4)c3C)nc2c1	6%
COc1cc(NC(=O)c2ccc3c(c2)C(=O)N(c2ccccc2OC)C3=O)c(C(=O)O)cc1OC	15%
O=C(O)c1ccc(NC(=O)C2CCCCC2)cc1	0%
CCCCc1c(C)[nH]c2ccc(Br)cc2c1=O	0%
Cc1[nH]c2ccc(Br)cc2c(=O)c1CN1CCCCC1	4%
O=C(Nc1ccc(S(=O)(=O)N2CCCCC2)cc1)c1ccco1	12%
CCc1ccc(C2=CC(=O)c3ccccc3C2=O)cc1	19%
NC(=O)c1ccccc1NC(=O)c1sc2ccccc2c1Cl	0%
COC(=O)c1cnn2c(C(F)(F)F)cc(-c3ccco3)nc12	7%
c1ccc(Sc2ccc(-c3[nH]c(-c4ccc5c(c4)OCO5)nc3-c3ccccc3)cc2)cc1	21%
CC1(C)N([O-])C(c2cccs2)=C[N+]1=O	6%
O=C(Nc1cccc(NC(=S)NC(=O)c2ccccc2Br)c1)c1ccccc1Cl	21%
O=C(N/N=C/C=N/NC(=O)c1ccccc1Cl)c1ccccc1Cl	0%
CC1=C(C(=O)OCC(C)C)C(c2ccc(N(C)C)cc2)C2=C(CC(c3ccccc3)CC2=O)N1 (stereo not drawn)	3%
COc1ccc(Br)cc1C(=O)Nc1cccc(C(C)=O)c1	7%
Cc1sc2c(=O)n3c(nc2c1C(=O)NC1CCCCC1)CCCCC3	13%
CCN1C(=O)/C(=C/c2cc(Cl)ccc2OCCOc2c(C)cccc2C)SC1=S	14%
O=C1N/C(=N/N=C/c2ccccc2)SC1Cc1cccc(Cl)c1 (stereo not drawn)	5%
CCCCCC(=O)N1c2ccccc2C(Nc2ccccc2)CC1C (stereo not drawn)	11%
Cc1cc(C)c2nc3s/c(=C\c4ccc([N+](=O)[O-])cc4)c(=O)n3c2c1	7%
COc1cc(C(=S)N2CCCCC2)cc(Br)c1O	37%
CCOc1ccc(N(CC(=O)Nc2ccc(OC)cc2)S(=O)(=O)c2ccc(SC)cc2)cc1	12%
O=[N+]([O-])c1ccc(N2CCCC2)cc1NCCOc1ccc(Cl)cc1	14%
O=C(c1ccc(Cl)cc1)N1CCN(c2ccc([N+](=O)[O-])c3ncccc23)CC1	11%
O=C(CSc1nnc(-c2ccc3c(c2)OCO3)n1-c1ccccc1)c1ccccc1	11%
CCCC(C)NS(=O)(=O)c1ccc([N+](=O)[O-])cc1 (stereo not drawn)	0%
COc1ccc2c(c1)C1C=CCC1C(c1ccc(Cl)cc1Cl)N2 (stereo not drawn)	22%
Cc1cc(C)c(OCC(=O)Nc2cc(Cl)c(Cl)cc2Cl)c(Cl)c1	19%
COc1cc(C(=O)Nc2cc(Cl)ccc2Cl)cc(OC)c1OC	17%
COc1cc(/C=N/NC(=O)CCC(=O)Nc2ccc(I)cc2C)ccc1O	10%
CCOc1cc(C2CC(=O)Nc3c2ccc2ccccc32)cc(Br)c1OC (stereo not drawn)	39%
O=C(CN1C(=O)/C(=C\c2cccc(Br)c2)SC1=S)Nc1cccc(O)c1	45%
C=CCN1C(=O)C(=O)/C(=C(/O)c2ccc(Cl)cc2)C1c1ccc([N+](=O)[O-])cc1 (stereo not drawn)	1%
CCOC(=O)c1c[nH]c2ccc(OCC)cc2c1=O	4%
Cc1c(C(=O)Nc2ccc(-c3nc4cc(Cl)ccc4o3)cc2)cccc1[N+](=O)[O-]	18%
Cc1cc(C)cc(NC(=O)C(C)N2C(=O)c3ccccc3C2=O)c1 (stereo not drawn)	0%
Cc1cc(C)nc(NS(=O)(=O)c2ccc(NC(=O)COc3ccccc3)cc2)n1	2%
CC(Oc1cccc(Cl)c1)C(=O)Nc1ccccc1Br (stereo not drawn)	37%
Cc1cc(C)cc(OCCNC(=O)c2ccccc2C)c1	5%
O=C(CC1S/C(=N\N=C\c2cccs2)NC1=O)Nc1ccccc1C(F)(F)F (stereo not drawn)	0%
COc1ccc([N+](=O)[O-])cc1/C=C1\SC(=S)N(C2CCCCC2)C1=O	13%
O=C(N/N=C/c1cc(O)ccc1Br)c1ccncc1	7%
N#Cc1ccccc1NC(=O)c1cccc(C(=O)Nc2ccccc2C#N)c1	5%
Cc1ccc(Oc2ccc3noc4c3c2C(=O)c2ccccc2-4)cc1	8%
COc1ccc(N/C=C\C(=O)c2ccc(Cl)c(Cl)c2)c([N+](=O)[O-])c1	46%
O=C(CC(=O)c1ccc2c(c1)OCCO2)c1ccccc1	13%
Cc1cc(C)cc(NC(=O)C(=O)NCc2ccccn2)c1	2%
COc1ccc(-c2cc(-c3ccccc3)nc(N/N=C/c3cccnc3)n2)cc1	8%
O=C(NN=C1CCCC1)c1sc2ccccc2c1Cl	0%
O=C1NC(=O)N(c2cccc(Cl)c2)C(=O)/C1=C/c1ccc(Oc2ccc([N+](=O)[O-])cn2)cc1	9%
Cc1ccc2nc(-c3ccc(OCC(=O)N/N=C/c4ccc([N+](=O)[O-])o4)cc3)cc(-c3ccccc3)c2c1	33%
CC1=C(C(=O)OCCOc2ccccc2)C(c2ccc(Cl)cc2)NC(=O)N1 (stereo not drawn)	28%
CCC(=O)Nc1ccc2nn(-c3ccc(Cl)cc3)nc2c1	13%
Cc1ccc(N(Cc2ccc(C(=O)Nc3ccccc3Cl)cc2)S(C)(=O)=O)cc1C	17%
Cc1ccc(NC(=O)c2cccc(Cl)c2)c(C)c1	6%

(further entries)
SMILES	RNase H inhibition
COc1ccc(-c2csc(/C(C#N)=C/c3ccccc3[N+](=O)[O-])n2)cc1	16%
Cc1ccc(N2NC(=O)/C(=C\c3cccc([N+](=O)[O-])c3)C2=O)cc1	6%
CC1(C)CC(OC(=O)c2ccccc2)CC(C)(C)N1[O]	24%
COc1ccc(S(=O)(=O)Nc2ccc(Cl)cc2C)cc1Br	27%
CCOc1ccc(/C(C)=N/N=C2\NC(=O)C(CC(=O)O)S2)cc1 (stereo not drawn)	7%
Cc1cc(C(=O)N/N=C/c2cc(O)ccc2[N+](=O)[O-])n[nH]1	2%
COCc1cc(C)nc(N/N=C/c2c3ccccc3cc3ccccc23)c1C#N	5%
Cc1ccc(OCC(=O)Nc2ccc(C(N)=O)cc2)c(Br)c1	8%
CCC(=O)Nc1cc(-c2nc3cc(C)cc(C)c3o2)ccc1C	14%
COc1ccc(NC(=O)C2=C(C)NC(=S)NC2c2ccc(OC)c(OC)c2)cc1 (stereo not drawn)	14%
CC1(C)Cc2ccccc2-c2nnc(-c3ccc4ccccc4n3)n21	5%
CCN(CC)CCN1C(=O)C(O)=C(C(=O)/C=C/c2ccccc2)C1c1ccccc1Cl (stereo not drawn)	5%
O=C(CC1Sc2ccc(C(F)(F)F)cc2NC1=O)Nc1ccc(I)cc1 (stereo not drawn)	13%
COc1ccc(-n2c(SCc3ccccc3)nc3c(c2=O)C2(CCCC2)Cc2ccccc2-3)cc1	7%
CC(NC(=O)C(=O)Nc1ccc(F)cc1)c1ccccc1 (stereo not drawn)	0%
COC(=O)C1=C(C)N(c2ccc(OC)cc2)C(=O)/C1=C\c1ccccc1O	22%
CNC(=O)C(=O)Nc1cccc2ccccc12	10%
Cn1c(=O)n(C)c2cc(C3Nc4ccc5ccccc5c4C4=C3C(=O)CC(C)(C)C4)ccc21 (stereo not drawn)	9%
COc1cc(N/N=C/c2ccc(Br)cc2)ncn1	7%
O=C(O)C1C2CCC(C2)C1C(=O)Nc1nc(-c2ccc(Cl)c(Cl)c2)cs1 (stereo not drawn)	13%
COc1cc(Br)cc(C=Nc2ccccc2N=Cc2cc(Br)cc(OC)c2O)c1O	7%

Assay outcomes from PubChem.

A portion of the library; count on the stated rates, not on these rows.
